procasp3 activ = procaspase-3 (human) activation. recombinant procaspase-3 D3A, Ac-DEVD-pNA absorbance 405 nm. 0.11% of 330,000 active. AID 463141. activation, % at 8.5 µM;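 active means activation above the mean of all tested compounds plus 3 SD, cut at about 21% in these data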;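 further: 0% = DMSO alone and 100% = DMSO wells spiked with extra 5 µM PC-3 D3A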
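Assay system – Procaspase-3 D3A mutant, all three cleavage aspartates alanine · Controls – DMSO-only low control, 5 µM PC-3 D3A high control · Schedule – 1 h compound preincubation, 2 h substrate hydrolysis at 25 °C · Signal – 405 nm absorbance of p-nitroaniline, reads at 0 and 120 min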
LAP4-GFP MLPCN = alters LAP4-GFP fluorescence in TOR pathway yeast screen; S. cerevisiae LAP4-GFP multiplex, flow cytometry GFP, 3 h; median GFP as percent of DMSO wells; GFP response vs DMSO, % at 10 µM; 0.34% of 320,000 active;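 active means GFP response vs DMSO above a set limit, about the screen mean plus 3 SD, cut at about 150% in these data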
EBNA-1 inhibitor = blocks EBNA-1 binding to DNA | AID 1950 | inhibition, % at 14.8 µM | EBNA-1 DNA binding, fluorescence polarization | 0.34% of 300,000 active; in the data active means inhibition above about 28%
RPL19A TOR yeast = yeast TOR pathway RPL19A-GFP modulation. percent response vs DMSO, % at 10 µM. AID 2025. 0.3% of 330,000 active. S. cerevisiae RPL19A-GFP strain, flow cytometry, 3 h; hits give low values;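 active means percent response vs DMSO below 50%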;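 further: median channel GFP fluorescence of the barcoded RPL19A-GFP strain; ratio of sample median GFP to plate DMSO average so 100% = DMSO; lower means less RPL19A-GFP as with rapamycin TOR inhibition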
AHR act = human AHR activation. activation, % at 5 µM. AHR-responsive luciferase reporter cells, luminescence. AID 2796. 2.5% of 320,000 active; in the data active means activation above about 47%;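 further: 0% = vehicle wells and 100% = reference agonist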
ZTA counter = blocks Epstein-Barr virus ZTA, an EBNA-1 counter-screen | ZTA-DNA binding, fluorescence polarization | inhibition, % at 11 µM | 0.15% of 320,000 active | AID 2234; in the data active means inhibition above about 33%
MEP2 TOR yeast = alters MEP2-GFP fluorescence in TOR pathway yeast screen. S. cerevisiae MEP2-GFP strain, flow cytometry GFP, 3 h; 100% = DMSO control level. GFP response vs DMSO, % at 10 µM. 0.51% of 330,000 active. AID 2016;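 active means GFP response versus DMSO above a set limit, roughly screen mean plus 3 SD, cut at about 180% in these data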;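 further: median GFP fluorescence of the barcode-gated MEP2-GFP cells per well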
procasp7 counter = activates human procaspase-7, counter-screen for procaspase-3 activators | P55210 | recombinant procaspase-7, Ac-DEVD-pNA absorbance 405 nm; D23A/D198A/D206A triple mutant, cannot self-cleave; scale: DMSO 0, 5 µM enzyme 100 | activation, % at 8.5 µM | 0.093% of 330,000 active;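 active means percent activation above the screen-wide mean plus 3 SD, cut at about 25% in these data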
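Replicates: singlicate. Assay system: Procaspase-7 triple mutant (PC-7 D3A). Signal: 405 nm absorbance of p-nitroaniline. Times: 1 h preincubation, 2 h reaction. Buffer or medium: Zinc-free HEPES pH 7.4 with 300 mM NaCl, 0.01% Triton X-100. Also added: DEVD-pNA substrate. Benchmarks: DMSO wells as 0%, DMSO with 5 µM added PC-7 as 100%.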
Active calls of the source: *; . = no result given. No enrichment for hits (roughly 3.8% active in at least one column).

SMILES	procasp3 activ	LAP4-GFP MLPCN	EBNA-1 inhibitor	RPL19A TOR yeast	AHR act	ZTA counter	MEP2 TOR yeast	procasp7 counter
COc1ccc(NC(=O)COc2ccccc2C)cc1S(=O)(=O)N1CCCCC1	10	104	-6	96	4	3	102	15
Fc1ccccc1-c1csc(-c2cccnc2)n1	5	101	-1	102	8	-20	121	-2
CCOc1cc(S(=O)(=O)N2CCCC2)ccc1Cl	4	117	1	102	-1	6	109	1
Cc1cc(Cl)cc(Br)c1OCCNCC(C)O (stereo unspecified)	6	97	-2	97	-1	-7	101	9
COc1ccc(C2CC(C(F)(F)F)n3nc(C(=O)NCc4cn(C)nc4C)c(Cl)c3N2)cc1 (stereo unspecified)	-9	100	-11	100	4	1	102	-5
CCCCCCn1c(SCCN2CCOCC2)nc2c1c(=O)[nH]c(=O)n2C	0	106	9	98	9	9	101	-1
CCCOc1cccc(C(=O)N(Cc2ccc(OC)c(OC)c2)C2CCS(=O)(=O)C2)c1 (stereo unspecified)	3	95	-4	102	-2	8	101	-3
CC(C)c1csc(CN2CCC(N3CCC(C(=O)N4CCOCC4)CC3)CC2)n1	11	97	4	98	-1	11	97	1
CN1C(=O)C(CC(=O)Nc2ccc(F)cc2)N(CCCc2ccccc2)C1=S (stereo unspecified)	-1	110	8	103	-1	5	107	-11
Cc1ccc(S(=O)(=O)N(C)C)cc1NC(=S)Nc1ccc2[nH]c(=O)[nH]c2c1	-15	105	-2	97	3	4	92	-16
O=C(c1ccc2c(c1)OCO2)N1CCN(S(=O)(=O)c2ccc(Cl)cc2)CC1	-3	91	1	105	-2	-10	107	3
CC(=O)Nc1ccc(S(=O)(=O)N2CCN(C(=O)c3ncoc3-c3ccc(C)cc3)CC2)cc1	-6	91	-9	103	2	-3	104	1

Three of the entries above in order of the procasp3 activ value, lowest first.
canonical_smiles | procasp3 activ
COc1ccc(C2CC(C(F)(F)F)n3nc(C(=O)NCc4cn(C)nc4C)c(Cl)c3N2)cc1 (stereo unspecified) | -9
CC(=O)Nc1ccc(S(=O)(=O)N2CCN(C(=O)c3ncoc3-c3ccc(C)cc3)CC2)cc1 | -6
Fc1ccccc1-c1csc(-c2cccnc2)n1 | 5

Later entries
SMILES	procasp3 activ	LAP4-GFP MLPCN	EBNA-1 inhibitor	RPL19A TOR yeast	AHR act	ZTA counter	MEP2 TOR yeast	procasp7 counter
O=C(N/N=C/c1cccnc1)c1ccc(Cl)c(Cl)c1	-1	103	-12	99	18	1	105	9
CC(C)(C)NC(=O)c1ccnc(C(C)(C)C)c1	2	97	-6	.	-4	-6	102	-3
O=C(Nc1ccc2c(c1)CCC2)c1cc(=O)[nH]c2ccccc12	0	111	51*	93	23	11	95	6
Cc1cc(C)n(Cc2ccc(C(=O)Nc3ccc(Br)cc3C)o2)n1	-1	98	0	99	32	0	94	5
CCN(CC)C(=O)Cn1ncc2c1-c1ccccc1OC2	-1	99	-10	101	3	2	98	6
Cc1cnc(NC(=O)CSc2ccc(Cl)cc2)s1	3	96	5	99	5	1	106	5
NCCCC[C@H]1CN=C(N)N1CCc1cccc2ccccc12	4	121	-3	100	0	1	94	7
O=C(O)c1nccnc1C(=O)Nc1ccc(Oc2c(Cl)cccc2Cl)nc1	1	113	6	91	-1	4	95	-3
O=C(c1nsc(Cl)c1Cl)N1CCCCC1	1	97	11	.	-2	-9	103	7
Cc1ccc(S(=O)(=O)N2CCN(C(=O)C(F)(F)F)C2c2ccc(N(C)C)cc2)cc1 (stereo unspecified)	-2	96	-9	104	-2	12	103	1
Cc1cc(C(=O)N/N=C/c2cccnc2)c2ccccc2n1	7	92	8	107	24	2	112	17
C#CCOCCOCCOCCNc1nc(N2CCN(C(=O)Cn3cc(CC(C)O)nn3)CC2)nc(N2CCN(C(=O)[C@H]([C@@H](C)CC)n3cc(CCCN=C(N)N)nn3)CC2)n1 (stereo partly specified)	8	.	-2	.	5	-9	.	-2
CC(C)(C)NC(=O)C(c1ccccc1)N(C(=O)CNC(=O)c1cccs1)c1cccnc1 (stereo unspecified)	7	105	-7	103	-2	-5	116	0
CC(=O)c1c(C(C)=O)c(C)n(NC(=O)c2ccccc2O)c1C	6	101	9	101	-3	-6	103	-7
Fc1ccc(C2N(c3ccccc3)C(=S)N3CCCN23)cc1 (stereo unspecified)	-6	100	4	98	-1	0	96	-7
Oc1ccc(C(=S)N2CCN(c3cccc(Cl)c3)CC2)cc1	-13	98	-6	94	1	6	99	-14
CCOC(=O)[C@@H]1[C@H]2COc3cc(OC)ccc3[C@H]2N2C(=O)N(c3ccc(F)cc3)C(=O)[C@@]12C	-1	96	-13	98	3	-1	98	5
COc1ccc(C(=O)O/N=C(\N)Cc2ccc([N+](=O)[O-])cc2)c(OC)c1	0	109	-13	96	3	5	102	-2
CN(C)CCCNC(=O)c1ccccc1Oc1ccccc1	-4	107	5	98	1	3	99	2
O=C(Cc1ccccc1)NCC(=O)OCc1ccc([N+](=O)[O-])cc1	3	93	-9	98	0	4	100	5
Cc1sc2nc(-c3ccccc3)oc(=O)c2c1C	5	99	0	105	3	7	105	1
CC(=O)c1cnc(Nc2nc(C)c3ccccc3n2)nc1C	1	100	5	100	16	0	95	3
COc1ccc(N2CCN(CCNC(=O)CCNS(=O)(=O)c3cccs3)CC2)cc1	3	104	-1	101	5	0	105	-9
CC(C)Cc1nc(Nc2ccc(S(=O)(=O)N3CCCC3)cc2)c2nnn(Cc3ccccc3)c2n1	9	95	-5	103	-1	-4	102	7
NC(=O)CSc1nc2ccccc2n1Cc1ccccc1	-1	99	-4	105	0	-14	100	4
CN(C)S(=O)(=O)c1cccc(COC(=O)c2cc([N+](=O)[O-])ccc2N2CCOCC2)c1	-5	101	6	96	2	-9	92	4
COc1ccc(C(=O)N2CCNC(=O)C2)cc1S(=O)(=O)Nc1ccc(Br)cc1	7	107	.	100	5	-2	110	7
COc1cccc(N(CC(=O)NCCSCc2ccc(Cl)cc2)S(C)(=O)=O)c1	3	95	-10	108	0	-2	116	-8
CC(=O)N1CCN(C(=O)c2ccc(Cl)c(NC(=O)c3cccs3)c2)CC1	4	106	-1	93	4	-10	96	7
CCC(C)(C)NC(=O)/C=C/c1ccc(OC)c(S(=O)(=O)N2CCOCC2)c1	-7	92	-8	103	20	4	101	-1
COc1cccc(C(=O)N2c3cc(C)ccc3OCC2C(C)(C)C)c1 (stereo unspecified)	3	87	-15	96	1	-4	104	-2
CCC(C)OC(=O)C(C)Oc1ccc(-c2ccccc2)cc1 (stereo unspecified)	1	.	-3	95	-3	-17	106	0
CC(=O)C1=C(O)C(=O)N(CCN2CCOCC2)C1c1ccccc1 (stereo unspecified)	-3	97	-2	97	-3	11	98	4
CC1(C)OC(C(N)=O)C(C(N)=O)O1 (stereo unspecified)	-2	96	2	107	-3	-2	100	14
Nn1cnnc1SCC(=O)N(C1CCCCC1)C1CCCCC1	2	108	9	101	0	-2	96	4
CSc1nc2c(c(=O)[nH]1)C(c1ccc(C(F)(F)F)cc1)CC(=O)N2 (stereo unspecified)	-2	96	3	98	0	-11	100	7

Rewritten as labelled records: 2 of the compounds above
compound: CCC(C)OC(=O)C(C)Oc1ccc(-c2ccccc2)cc1 (stereo unspecified)
  procasp3 activ = 1; LAP4-GFP MLPCN = .; EBNA-1 inhibitor = -3; RPL19A TOR yeast = 95; AHR act = -3; ZTA counter = -17; MEP2 TOR yeast = 106; procasp7 counter = 0
compound: CC(=O)C1=C(O)C(=O)N(CCN2CCOCC2)C1c1ccccc1 (stereo unspecified)
  procasp3 activ = -3; LAP4-GFP MLPCN = 97; EBNA-1 inhibitor = -2; RPL19A TOR yeast = 97; AHR act = -3; ZTA counter = 11; MEP2 TOR yeast = 98; procasp7 counter = 4

Additional results follow.
SMILES	procasp3 activ	LAP4-GFP MLPCN	EBNA-1 inhibitor	RPL19A TOR yeast	AHR act	ZTA counter	MEP2 TOR yeast	procasp7 counter
COc1ccc(C2=C(C)CC(C)(C)NC2=O)cc1OC	-3	93	-4	91	11	10	98	1
CCCOc1cccc(C(=O)N/N=C/c2ccoc2)c1	4	94	-8	103	6	5	99	-16
COC(=O)[C@@H](Cc1c[nH]c2ccccc12)NC(=O)c1ccc2c(c1)OCO2	3	105	-6	104	4	-15	106	3
Cc1cc(C)c(C)c(OCC(=O)N2CCOCC2)c1	1	97	-1	102	1	2	101	11
NS(=O)(=O)c1cccc(NC(=O)CSc2nc3nc(-c4cccs4)cc(C(F)(F)F)c3c(=O)[nH]2)c1	3	91	1	99	6	-12	92	5
Cc1cc(C(F)F)n2nc(C(=O)Nc3cccc(C(F)(F)F)c3)nc2n1	-2	94	-21	95	6	-8	98	-2
C=CC[C@H](CC(=O)NCCO)C(=O)N[C@@H](C)COC(=O)[C@H](CC=C)CC(=O)OC(C)(C)C	2	85	.	92	1	.	93	6
COc1ccc(-n2c(-c3ccccc3)nc(=S)c3c2CCCC3)cc1	0	92	5	96	2	14	89	-2
COC(=O)C1=C(C(=O)OC)[C@@H]2N(C)c3ccc(OC)cc3[C@@]23C[C@@H](C(=O)OC)N(S(=O)(=O)c2ccc([N+](=O)[O-])cc2)C3=N1	5	100	-4	101	2	5	95	-5
CCOC(=O)c1c(-c2ccncc2)csc1N	-7	87	-5	93	26	-2	95	-2
CC(C)(C)S(=O)(=O)/C(C#N)=N/Nc1ccc(S(C)(=O)=O)cc1	-2	95	2	95	-1	1	98	5
CCOc1ccc(C(C)(C)C)cc1S(=O)(=O)n1nc(C)cc1C	12	103	7	96	1	10	92	6

Retrieved by structure from the list above, 2 records:
SMILES	procasp3 activ	LAP4-GFP MLPCN	EBNA-1 inhibitor	RPL19A TOR yeast	AHR act	ZTA counter	MEP2 TOR yeast	procasp7 counter
C=CC[C@H](CC(=O)NCCO)C(=O)N[C@@H](C)COC(=O)[C@H](CC=C)CC(=O)OC(C)(C)C	2	85	.	92	1	.	93	6
NS(=O)(=O)c1cccc(NC(=O)CSc2nc3nc(-c4cccs4)cc(C(F)(F)F)c3c(=O)[nH]2)c1	3	91	1	99	6	-12	92	5

Source: PubChem BioAssay (several laboratories)
